# E coli WT exp = blocks growth of wild type E. coli BW25113; OD600 absorbance; growth inhibition, % at 100 µM; hit rate 0.15% among 98,000; AID 710;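 active = growth inhibition above about 50% at one test dose, limit read from the data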;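 also: growth measured after 20 h incubation at 37 °C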
# Fibroblast inh = blocks proliferation of human lung fibroblasts | LL 47 human lung fibroblast viability, ATP luminescence; active compounds read low | hit rate 1.1% among 85,000 | viability, % at 10 µM;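 active = viability at or below 50% in the single dose screen; inactive = viability above 50%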;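 also: compound exposure lasted 72 h before the ATP readout; 100% = median luminescence of untreated cell-only wells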
#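 Assay system: human lung fibroblast line LL 47, low passage. Input: 1,150 fibroblasts seeded per well. Times: overnight cell rest, 72 h compound treatment at 37 °C. Evaluation: % viability of median cell-only signal. Technique: luminescent ATP detection, CellTiter-Glo. Control set: cell-only wells, no compound.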
# HUVEC inhibit = inhibitors of human endothelial cell proliferation. HUVEC proliferation, CellTiter-Glo luminescence, 72 h; active compounds read low. viability, % at 10 µM (by protocol). hit rate 1.1% among 86,000;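 active = viability at or below 30%; inactive = viability above 30%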;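 also: 100% = median luminescence of DMSO-only cell control wells on each plate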
# S1P2 agonist = S1P2 (human) receptor agonism | hit rate 0.46% among 97,000 | S1P2-expressing cell line, agonist reporter read-out | O95136 | activation, % at 4.5 µM | AID 729; in the data active = activation above about 16%;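 also: 0% = vehicle low control and 100% = maximal reference agonist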
# Target sequence (O95136 whole entry, looked up): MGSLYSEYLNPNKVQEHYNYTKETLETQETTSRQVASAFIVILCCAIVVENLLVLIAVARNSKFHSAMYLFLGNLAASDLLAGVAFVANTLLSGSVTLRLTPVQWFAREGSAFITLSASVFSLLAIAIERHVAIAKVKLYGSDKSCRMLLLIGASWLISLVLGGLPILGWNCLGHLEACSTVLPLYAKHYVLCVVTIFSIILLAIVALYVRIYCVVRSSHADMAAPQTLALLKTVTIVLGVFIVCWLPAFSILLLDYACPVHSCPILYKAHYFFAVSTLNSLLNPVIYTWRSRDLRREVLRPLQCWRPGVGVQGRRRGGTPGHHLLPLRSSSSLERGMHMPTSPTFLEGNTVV
# S1P2 blocker = antagonists of human S1P2 receptor; inhibition, % at 5 µM; O95136; AID 736; cell-based S1P2 antagonist assay, inhibition at 5 uM; hit rate 0.21% among 97,000; in the data active = inhibition above about 45%;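 also: CRE beta-lactamase reporter cells expressing human S1P2 stimulated with S1P; 0% = agonist at EC80 alone and 100% = agonist plus reference antagonist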
# DAT uptake mod = human DAT dopamine uptake with cocaine, either direction. AID 449768. B-score at 10 µM. LLC-PK1 hDAT cells, [14C]-dopamine uptake with cocaine IC80; actives deviate in either direction. hit rate 1.3% among 110,000;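 active = Z score or B-score, a plate-position-corrected score, falls beyond the plate's 99.7% confidence bounds, in either direction; inactive = both scores lie inside the 99.7% bounds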;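 also: scored against the spread of the other compound wells on the same plate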
# Target sequence (Q01959 whole entry, looked up): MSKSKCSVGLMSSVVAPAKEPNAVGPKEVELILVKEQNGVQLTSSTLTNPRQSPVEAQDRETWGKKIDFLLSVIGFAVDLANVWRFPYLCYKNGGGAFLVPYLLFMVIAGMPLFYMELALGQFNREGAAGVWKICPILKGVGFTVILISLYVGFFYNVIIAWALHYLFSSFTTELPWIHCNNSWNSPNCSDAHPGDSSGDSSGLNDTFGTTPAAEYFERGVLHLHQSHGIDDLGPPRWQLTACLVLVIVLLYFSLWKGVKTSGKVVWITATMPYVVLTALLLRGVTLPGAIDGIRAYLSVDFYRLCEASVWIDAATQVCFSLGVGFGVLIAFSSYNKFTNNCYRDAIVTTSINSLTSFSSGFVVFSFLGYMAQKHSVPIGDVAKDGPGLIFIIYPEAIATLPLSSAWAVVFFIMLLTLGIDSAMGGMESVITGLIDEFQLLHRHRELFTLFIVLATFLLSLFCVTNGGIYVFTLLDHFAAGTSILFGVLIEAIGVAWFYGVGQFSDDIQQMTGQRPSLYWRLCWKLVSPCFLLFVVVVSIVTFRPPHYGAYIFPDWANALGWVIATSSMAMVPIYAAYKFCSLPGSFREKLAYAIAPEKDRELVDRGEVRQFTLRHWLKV
# PostGolgi ctrl = yeast control strain growth, post-Golgi counter-screen; inhibition, % at 10 µM; efflux-deficient yeast background strain, growth absorbance A615, 16 h; hit rate 5% among 98,000; AID 738
# PostGolgi yeast = growth inhibition of a yeast mutant, post-Golgi transport screen. post-Golgi transport phenotypic cell assay. hit rate 0.9% among 98,000. inhibition, % at 10 µM. AID 739;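 also: yeast cells grown in 1536-well plates; yeast grown about 18 h at 30C before absorbance read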
# H69AR inhibit = blocks growth of human H69AR lung tumor cells. H69AR lung tumor viability, ATP luminescence, 72 h; active compounds read low. viability, % at 10 µM. hit rate 6% among 85,000;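 active = viability at or below 40%; inactive = viability above 40%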;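 also: multidrug resistant small cell line overexpressing MRP-1 efflux transporter; 100% = mean luminescence of untreated control wells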
# * = called active by the depositor; · = no result given. Rule as the data show it, unless noted: active = inhibition above about 30%; inactive = the rest. This is a random part of the collection (roughly 11% active in at least one column).
SMILES,E coli WT exp,Fibroblast inh,HUVEC inhibit,S1P2 agonist,S1P2 blocker,DAT uptake mod,PostGolgi ctrl,PostGolgi yeast,H69AR inhibit
COc1ccc(OC(C)C(=O)Nc2cccnc2)cc1 (configuration not stated),-1,107,107,-4,3,-0.59,0,22,99
Cc1nc2ccc(NC(=O)c3ccc(Cl)s3)cc2s1,-6,66,85,-3,22,-1.1,3,17,73
CC1CCN(C(=O)CN2C(=O)C(C)(C)Oc3ccc(C(=O)NC4CCCC4)cc32)CC1,2,106,101,-7,-7,0.1,-2,3,95
CCCCn1nc(C(=O)NC2=NCCS2)c2ccccc2c1=O,-1,101,96,-3,-29,1.2,6,-8,81
COC(=O)/C(=C\C(=O)c1ccccc1)Nc1cccc(C(F)(F)F)c1,14,·,·,-6,14,0.45,-2,0,·
N#Cc1cn(-c2ccccc2)nc1-c1ccc2c(c1)OCCO2,-5,95,73,-6,-14,-0.75,24,-1,46
CNc1c([N+](=O)[O-])cnn1-c1ccc(Cl)cc1Cl,3,·,·,-12,-1,0.27,6,-2,·
COC(=O)c1cccc(NC(=O)CCCOc2cccc(C)c2)c1,-4,95,88,-4,5,1.3,16,-6,102
CSc1ccccc1NC(=O)Nc1ccc(F)c(Cl)c1,-3,94,82,-8,11,0.55,13,1,48
C=CCn1c(SCC(=O)Nc2cccc(C(=O)OC)c2)nnc1C(C)NC(=O)c1cccs1 (configuration not stated),4,96,73,-6,-4,-0.7,-7,2,91
CCCc1nc2oc(C(=O)OCC)c(N)c2c2c1COC(C)(C)C2,0,106,94,-5,4,-0.1,7,10,67
Cc1ccc(S(=O)(=O)N2CCC(C(=O)N3Cc4ccccc4C3)CC2)cc1,2,89,89,-5,-5,0.0063,37*,15,87
CC(C(=O)NCc1cccnc1)N1C(=O)c2ccccc2C1=O (configuration not stated),0,102,97,-4,9,0.015,3,9,100
COC(=O)C1=C(C)NC2=C(C(=O)CC(C)(C)C2)C1c1cccc(C)n1 (configuration not stated),-2,·,·,-2,11,-0.56,9,3,·
CCn1cc(CNC(=O)c2cc(Cl)ccc2OC)c(C)n1,-1,97,92,·,·,-0.34,3,-5,108
Cc1ccc(CCNc2ccc3ccccc3c2)cn1,·,98,74,-3,0,0.69,·,·,94
O=S(=O)(c1cccc(-c2nc3ccccc3s2)c1)N1CCOCC1,-5,98,101,-4,3,-0.18,30*,2,95
CCOc1ccc(N2CC(C(=O)Nc3ncccc3C)CC2=O)cc1 (configuration not stated),-16,·,·,0,2,0.41,10,3,·
O=C(NC(=S)NCCc1ccccc1)c1ccccc1,-4,·,·,-5,0,-0.83,17,3,·
Cc1cccc(S(=O)(=O)CC(=O)Nc2nc(-c3ccccc3)cs2)c1,27,106,74,-5,9,0.16,18,-8,100
COc1ccc(-c2ccc(-c3nnc(-c4cc(OC)ccc4OC)o3)cc2)cc1,-21,108,102,-5,4,·,-2,-18,92
CC(C)N(C(=O)CSc1nnc(NC(=O)C2CCC2)s1)C(C)C,3,93,97,-1,-3,0.78,-4,-3,100
CCCCCCCCCCNC(=O)CCn1[nH]c(=O)c2ccccc2c1=O,·,89,87,-5,-10,-1.1,·,·,95
Cc1c(NC(=O)COC(=O)c2cc3c4ccccc4n(C)c3s2)c(=O)n(-c2ccccc2)n1C,0,102,90,-6,25,0.55,2,7,79
Cc1cc(-n2c(C)cc(C(=O)CN3C(=O)NC4(CCCC4)C3=O)c2C)no1,-8,·,·,-2,8,1.1,1,-6,·
Cc1cccc(CS(=O)(=O)Cc2ccc(C(=O)NCCCN3CCCC3)o2)c1,-4,98,104,-3,0,-0.44,-9,33*,91
O=C(NCCCn1ccnc1)c1cc(S(=O)(=O)N2CCOCC2)c(Cl)cc1Cl,-9,102,91,·,·,0.34,-10,4,101
CCCCc1nc2ccccc2c(=O)n1NC(=O)c1c(O)c2cccc3c2n(c1=O)CC3,·,95,117,·,·,1.7,·,·,71
CCC(=O)N1CCc2cc(Br)cc(S(=O)(=O)NCC3CCCN3CC)c21 (configuration not stated),-3,106,96,·,·,-1.4,10,0,80
CCC(=O)Nc1ccc(S(=O)(=O)N2CCOCC2)cc1,-11,108,93,-2,-3,-0.42,5,15,94
Nc1cccc(Cl)c1N1CCOCC1,12,104,113,-4,5,1.1,10,-2,112
COc1cc(/C=N/NC(=O)c2c(-c3ccccc3)noc2C)ccc1O,-1,·,·,-9,13,-0.82,-1,4,·
O=C(NCc1cn2ccccc2n1)c1ccc2c(c1)OCO2,6,99,91,-3,-2,-0.93,0,-4,101
N#Cc1c2c(c(-n3cnc4ccccc43)n3c1nc1ccccc13)CCC2,-4,·,·,1,17,-0.17,2,-4,·
COc1cc(C=O)c(Br)cc1OCc1ccc(C)cc1,-3,·,·,-7,0,0.039,48*,1,·
O=C(c1cc(-c2ccccc2)on1)N1CCCC1,-1,105,101,0,16,-0.38,13,-6,89
O=C(CCC1CCCC1)N1CCN(S(=O)(=O)Cc2ccccc2)CC1,0,92,101,-7,18,-1.4,0,-1,80
CC1(CC(=O)O)C(=O)N=C2C=CC=CN21 (configuration not stated),-4,104,104,-5,4,0.75,-10,5,101
CN(C)CC(C(=O)c1ccccc1)c1ccccc1 (configuration not stated),22,17*,41,·,·,-0.58,31*,2,0.1*
CCCCn1c(CN2CCOCC2)nc2c1c(=O)n(C)c(=O)n2C,·,107,100,·,·,-1,·,·,92
Cc1ccc(-c2nnn(CC(=O)N(c3cccc(O)c3)C(C(=O)NC(C)(C)C)c3cccs3)n2)o1 (configuration not stated),-4,94,90,-10,35,-0.12,-3,20,95
CCNC(=S)NNC(=O)c1cc(-c2ccccc2C)nc2ccccc12,-5,·,·,-10,-10,-0.028,13,-4,·
Nc1ccc2nc(-c3cc(Cl)c(N)c(Cl)c3)[nH]c2c1,·,81,65,-8,-16,1.1,·,·,35*
COC(=O)c1cn(NC(=O)c2cccc(N(C)C)c2)c(=O)c2ccccc12,-2,·,·,-3,6,0.26,6,4,·
N#CC1=C2SCN(c3ccccc3)CN2C(=O)CC1c1cccs1 (configuration not stated),1,97,94,-4,-16,0.54,3,-1,82
O=C(NCCCN1CCOCC1)c1cc(-c2ccccc2)on1,5,85,99,-3,-1,-0.86,6,4,91
COc1ccccc1NC(=O)CSc1nnc(CNC(=O)c2ccco2)o1,9,101,91,1,-8,-0.3,1,2,96
COc1ccccc1-c1cc(C(=O)N2CCCCC2)no1,0,106,114,-5,13,1.1,14,-1,91

# Part of the list above, with each value named.
> Cc1cccc(CS(=O)(=O)Cc2ccc(C(=O)NCCCN3CCCC3)o2)c1
- E coli WT exp = -4
- Fibroblast inh = 98
- HUVEC inhibit = 104
- S1P2 agonist = -3
- S1P2 blocker = 0
- DAT uptake mod = -0.44
- PostGolgi ctrl = -9
- PostGolgi yeast = 33*
- H69AR inhibit = 91
> O=C(NCCCn1ccnc1)c1cc(S(=O)(=O)N2CCOCC2)c(Cl)cc1Cl
- E coli WT exp = -9
- Fibroblast inh = 102
- HUVEC inhibit = 91
- S1P2 agonist = ·
- S1P2 blocker = ·
- DAT uptake mod = 0.34
- PostGolgi ctrl = -10
- PostGolgi yeast = 4
- H69AR inhibit = 101

# The results go on.
SMILES,E coli WT exp,Fibroblast inh,HUVEC inhibit,S1P2 agonist,S1P2 blocker,DAT uptake mod,PostGolgi ctrl,PostGolgi yeast,H69AR inhibit
CCOC(=O)c1cc(-c2cccnc2)nn1-c1ccccn1,-12,100,86,-3,-13,-0.12,-5,4,100
O=C(CCN1CCOCC1)Nc1cccc(Br)c1,2,99,109,·,·,1.3,3,6,96
O=C(COc1ccc(Br)cc1CO)Nc1ccccc1F,-9,102,92,-4,-3,0.39,23,-6,93
CCC(O)CNc1nc(SC)nc2sc3c(c12)CCN(C)C3 (configuration not stated),-4,94,86,-7,-12,-1.1,4,-9,54
COc1ccc(Cl)cc1N1C(=O)/C(=C\c2sccc2C)N=C1SCC(=O)NC1CC1,-8,·,·,-4,2,-0.72,18,-1,·
Cc1nnc(SCC(=O)N2CC(=O)Nc3ccccc32)n1-c1ccccc1,-4,96,91,·,·,0.69,10,6,90
COC(=O)c1ccc(NC(=O)C2CCN(C(=O)c3cc(OC)c(OC)c(OC)c3)CC2)cc1,0,99,94,-4,0,0.8,13,4,95
CCCN1C(=O)/C(=C/c2ccc(N3CCCC3)c(C)c2)NC1=S,-40,·,·,-7,40,0.025,15,2,·
COc1cccc(C(=O)Nc2ccc(F)cc2F)c1,·,103,97,-2,-2,0.85,·,·,94
CCOC(=O)c1sc(NC(=O)C2CC2)cc1C,-8,100,102,-2,5,0.45,6,-2,86
CCN1CCN(C(CNC(=O)c2ccc3c(c2)OCO3)c2cccnc2)CC1 (configuration not stated),0,99,99,-11,-3,0.81,29,1,104
CC1CCc2sc(C(=O)NCc3ccc(F)cc3)cc2C1 (configuration not stated),3,·,·,-1,-12,0.42,13,-5,·
COC(=O)CSc1nc2sc3c(c2c(=O)n1-c1ccccc1)CCN(C)C3,0,·,90,-7,-16,-0.26,7,7,99
COn1c(=O)c(-c2cccs2)[n+]([O-])c2ccccc21,4,99,89,-7,-15,-0.6,22,0,72
CC(C)CCn1c(SCc2ccc(Cl)cc2)nc2c1c(=O)[nH]c(=O)n2C,-17,75,66,-1,-20,0.54,19,15,28*
CCSC1(SCC)N=C(N)C2(C#N)C(c3ccccc3)NC3=C(CCC3)C12C#N (configuration not stated),-17,97,97,0,26,0.47,-1,-6,78
COc1ccc(OC)c(S(=O)(=O)NCc2ccccc2)c1,3,95,102,2,8,1.5,3,-2,98
CCOc1ncccc1C(=O)Nc1ccccc1C(=O)NCc1ccc2c(c1)OCO2,·,96,85,·,·,0.96,·,·,89
O=C(Nc1c(C(=O)O)oc2ccc(Br)cc12)c1ccccc1,-17,86,64,-3,7,-0.2,10,2,92
CCCCS/C(=C(/C#N)C(N)=O)c1cc2c([nH]1)CCCC2,4,67,69,-7,12,-0.2,14,-7,5.2*
CN1CCN(C(=O)C2(NC(=O)NCc3ccccc3)CCCCC2)CC1,·,106,95,-1,-9,0.69,·,·,92
Cc1ccc(-n2ncc3c(=O)n(CC(=O)OCc4ccccc4)cnc32)cc1,-3,97,94,-2,11,0.085,36*,-2,95
COc1ccccc1CC(=O)Nc1ccccc1C(=O)O,-11,99,95,0,-2,1.1,7,3,96
CCOC(=O)CSc1ncnc2c1cnn2-c1ccc(Cl)cc1,-22,98,88,-2,20,-1.1,-3,5,80
O=C(Nc1ccccc1-c1ccccc1)C12CC3CC(CC(C3)C1)C2,-5,·,·,-1,-17,0.011,18,13,·
COC(=O)c1ccc(C2c3c(oc4ccccc4c3=O)C(=O)N2CCCN2CCOCC2)cc1 (configuration not stated),6,93,96,-7,-2,·,10,9,92
O=c1cc(-c2ccc3c(c2)OCO3)oc2ccccc12,-7,90,72,·,·,-0.61,1,-1,68
CCOc1ccc(Cn2nnc(C(=O)NCCc3ccccc3)c2N)cc1,0,87,81,-6,8,2.2,-1,0,104
O=C(COC(=O)c1ccc(N2CCCC2=O)cc1)NCc1ccco1,8,89,91,·,·,0.5,-3,-7,95
N/C(=N\OC(=O)C(c1ccccc1)c1ccccc1)c1ccccn1,·,90,77,-2,2,-0.077,·,·,83
Cc1ccc2[nH]c(=O)c3cc(C(=O)NCCN4CCN(C)CC4)sc3c2c1,1,100,86,-3,15,0.29,6,-4,80
COC(=O)c1ccc(CSc2nnnn2C)o1,-2,91,101,·,·,-0.26,3,-1,98
Cn1c(CCNC(=O)c2ccc(F)cc2)nc2ccccc21,2,·,·,-1,3,1.1,2,15,·
CCCCN=c1sc(C(=O)OC)cc(=O)n1CCCC,-9,·,·,-2,5,-0.2,5,1,·

# One compound at a time (already shown). Screens in order: E coli WT exp	Fibroblast inh	HUVEC inhibit	S1P2 agonist	S1P2 blocker	DAT uptake mod	PostGolgi ctrl	PostGolgi yeast	H69AR inhibit
# `O=C(Nc1ccccc1-c1ccccc1)C12CC3CC(CC(C3)C1)C2` in the list: -5	·	·	-1	-17	0.011	18	13	·
# `COC(=O)c1ccc(CSc2nnnn2C)o1` in the list: -2	91	101	·	·	-0.26	3	-1	98
# `CCOc1ccc(Cn2nnc(C(=O)NCCc3ccccc3)c2N)cc1` in the list: 0	87	81	-6	8	2.2	-1	0	104
